From PubChem BioAssay
DDE Tn7 FP inh – DD(E)-Tn7 binding inhibition, primary FP screen; P02675; FP displacement of FITC-Tn7 peptide from fibrin DD(E); 0% = median of compound wells per plate; inhibition, % at 8.3 µM; 0.13% of 370,000 active; AID 720508;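 active = inhibition above the mean of compounds falling within the control limits plus 3 SD of them, cut at about 14% in these data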;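 note: 0% = plate median of compound wells and 100% = 10 µM Aha-Tn7 peptide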
Target sequence (P02675 whole entry, looked up): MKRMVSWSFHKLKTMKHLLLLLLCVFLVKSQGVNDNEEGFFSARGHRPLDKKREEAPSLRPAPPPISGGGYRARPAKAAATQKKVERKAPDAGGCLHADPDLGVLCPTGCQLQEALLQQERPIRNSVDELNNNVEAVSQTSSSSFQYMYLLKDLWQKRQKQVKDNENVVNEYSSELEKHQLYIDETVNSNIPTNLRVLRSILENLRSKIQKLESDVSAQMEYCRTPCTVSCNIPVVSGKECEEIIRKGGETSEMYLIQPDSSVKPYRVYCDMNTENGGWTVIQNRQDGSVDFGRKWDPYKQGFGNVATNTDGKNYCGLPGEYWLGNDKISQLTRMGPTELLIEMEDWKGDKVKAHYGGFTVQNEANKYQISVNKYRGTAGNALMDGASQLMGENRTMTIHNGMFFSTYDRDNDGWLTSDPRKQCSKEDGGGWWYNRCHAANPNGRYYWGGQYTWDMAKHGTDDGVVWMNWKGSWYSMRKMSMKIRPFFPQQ
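Measure: % inhibition scaled between sample-field median and high-control FP; Test system: human fibrin DD(E); Quantity: 2 µM final DD(E) protein; Doses: one dose, 8.3 µM nominal; Schedule: compound with protein 10 min, then 3 h after probe, room temperature; Detection: fluorescence polarization; Medium: Tris buffer with calcium and detergent, pH 7.8.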
KLK7 zymogen act – proKLK7 (human) activation, primary screen | 0.9% of 370,000 active | purified proKLK7, EDANS-DABCYL substrate fluorescence; 100% is mature enzyme control, 0% vehicle | activation, % at 7 µM | AID 652039 | P49862;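 active = activation above the mean of all tested compounds plus 3 SD, computed per campaign excluding outliers beyond control limits, cut at about 13% in these data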
ASAP1 inh – inhibitors of human ASAP1 ArfGAP activity; 0.19% of 360,000 active; AID 624377; Q9ULH1; ASAP1-stimulated ARF1 GTP hydrolysis, GDP FP detection; inhibition, % at 16.5 µM; in the data active = inhibition above about 25%;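 note: 0% = vehicle with enzyme and substrate and 100% = no enzyme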
ADAM17 inh – inhibitors of human ADAM17 | inhibition, % at 6.95 µM | P78536 | recombinant ADAM17, EDANS/DABCYL FRET peptide cleavage | 0.83% of 370,000 active;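 active = inhibition above the mean of compounds lying between control limits plus 3 SD, set per campaign, cut at about 8.5% in these data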;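 note: 0% = DMSO-only wells as the low control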
MBD2 inh – blocks human MBD2 binding to methylated DNA; TR-FRET, MBD2 binding to methylated oligonucleotide; Q9UBB5; 0.31% of 370,000 active; AID 686964; inhibition, % at 4.4 µM; in the data active = inhibition above about 13%
Target sequence (Q9UBB5 whole entry, looked up): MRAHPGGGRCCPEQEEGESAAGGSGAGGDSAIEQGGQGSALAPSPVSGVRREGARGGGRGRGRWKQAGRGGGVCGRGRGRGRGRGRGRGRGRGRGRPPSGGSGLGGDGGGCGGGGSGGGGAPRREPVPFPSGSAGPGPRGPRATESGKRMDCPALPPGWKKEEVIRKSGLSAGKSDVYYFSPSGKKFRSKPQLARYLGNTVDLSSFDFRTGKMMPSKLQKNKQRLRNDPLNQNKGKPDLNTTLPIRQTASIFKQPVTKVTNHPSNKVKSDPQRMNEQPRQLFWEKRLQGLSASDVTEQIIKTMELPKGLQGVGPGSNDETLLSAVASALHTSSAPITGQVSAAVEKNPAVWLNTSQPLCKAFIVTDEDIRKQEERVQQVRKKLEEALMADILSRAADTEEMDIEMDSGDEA
UHRF1 MBD2 ctr – UHRF1 methyl-DNA binding inhibition; Q96T88; UHRF1 binding to methylated oligo, TR-FRET; inhibition, % at 4.4 µM; 0.75% of 370,000 active; in the data active = inhibition above about 21%;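 note: UHRF1 SRA domain binding a hemimethylated CpG hairpin DNA probe; 0% = median of test compound wells and 100% = reference inhibitor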
PLCb3 inh – inhibitors of human phospholipase C beta3; inhibition, % at 12.2 µM; 0.18% of 370,000 active; Purified PLC-beta3, fluorogenic substrate, fluorescence; Q01970; AID 720704; in the data active = inhibition above about 11%;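 note: 0% = median of compound wells on plate and 100% = full blocker control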
PLC-gamma1 inh – PLC-gamma1 (human) inhibition, primary screen | 0.84% of 370,000 active | purified PLC-gamma1, fluorogenic substrate, fluorescence | inhibition, % at 12.2 µM; in the data active = inhibition above about 9.5%
Tn6 DDE FP – DD(E)-Tn6 binding inhibition, primary FP screen. P02675. Fibrin DD(E) TRITC-Tn6 fluorescence polarization displacement. inhibition, % at 8.3 µM. 0.21% of 370,000 active;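 active = inhibition above a per-campaign cutoff: mean of compounds within control limits plus 3 SD, cut at about 15% in these data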;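 note: 0% = median of all compound wells on the plate and 100% = blocking peptide control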
ARFGAP1 inhibitor – inhibitors of rat ARFGAP1 | inhibition, % at 16.5 µM | 0.26% of 360,000 active | Arfgap1-stimulated ARF1 GTP hydrolysis, GDP FP detection;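 active = inhibition above a per-plate limit, mean inhibition of low control wells plus 3 SD, cut at about 25% in these data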;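 note: 0% = DMSO wells with enzyme and 100% = wells lacking Arfgap1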
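Material: rat Arfgap1 GAP domain (His6, aa 1-136), purified enzyme. Also added: human ARF1(Δ1-17)-GTP substrate. Compound dosing: 16.5 µM single point, 1.26% DMSO. Timing: enzyme reaction 120 min at 25 °C after 20 min preincubation. Signal: GDP detection by fluorescence polarization. Read-out basis: percent inhibition of GAP-stimulated GDP formation, scaled between DMSO and no-Arfgap1 medians.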
Numbers without * were called inactive; i = inactive; · = not tested or not shown.

ADAM17 inh,Tn6 DDE FP,UHRF1 MBD2 ctr,PLC-gamma1 inh,DDE Tn7 FP inh,KLK7 zymogen act,ASAP1 inh,ARFGAP1 inhibitor,MBD2 inh,PLCb3 inh,compound
3,4,5,0,3,-0.1,-5,2,-1,-3,COc1ccc(NC(=O)[C@H](NC(=O)[C@@H]2Cc3ccccc3CN2)c2ccccc2)cc1
-5,3,-3,0,4,-0.8,0,-5,1,-2,O=C(COC(=O)c1cc(-c2ccccc2)nc2ccccc12)Nc1ccc2c(c1)OCO2
1,-2,0,3,-8,0.5,1,8,0,0,O=C(NCc1ccccc1)c1cc(C2CCCN(S(=O)(=O)c3cccc4cccnc34)C2)on1 (stereo unspecified)
-6,-3,2,-1,3,-0.2,-1,4,6,-3,C[C@@H]1CN([C@@H](C)CO)C(=O)CCCn2nncc2CO[C@H]1CN(C)C(=O)Nc1ccc(C(F)(F)F)cc1
2,-1,-1,3,1,-7.4,11,0,-1,-4,COc1cc2nc(N(CCCN(C)C)C(=O)c3ccc(S(=O)(=O)N4CCc5ccccc5C4)cc3)sc2cc1OC
-1,2,-2,-3,6,-0.5,0,1,-3,-1,Cc1ccc(S(=O)(=O)N2C[C@H]3N(C(=O)OC(C)C)N(C(=O)OC(C)C)C[C@H](OC(=O)NC4CCCC4)[C@@]3(O)C2)cc1
-6,-6,1,-2,-4,-1.0,4,5,10,1,COc1ccc(CNC(=O)COC(=O)c2cnccn2)cc1
-4,-1,-2,0,9,0.1,-6,3,0,2,CC1CCCCN1CCCNC(=O)C1CCN(c2nc3ccccc3o2)CC1 (stereo unspecified)
0,1,-1,-86,8,-1.1,·,·,-6,-135,Cc1ccc(C(=O)n2ccc3ccc(-c4ccc5ccn(Cc6ccc(C#N)cc6)c5c4)cc32)cc1
1,-5,-3,0,-6,0.2,-4,-10,1,1,COc1ccc(N(C)S(=O)(=O)c2cccc(C(=O)NCc3ccc(C)cc3)c2)cc1
-2,8,0,0,-1,0.4,·,·,0,-3,CN(Cc1ccccc1)C(=O)OCc1cn(Cc2cccc(F)c2)nn1
-3,3,2,1,11,-0.4,-15,-1,2,0,CC(=O)O[C@H]1C[C@@]2(C)[C@@H](C[C@@H](O)[C@H]3[C@@]4(C)CC[C@@H](O)[C@@H](C)C4CC[C@@]32C)/C1=C(\CCC=C(C)C)C(=O)O (stereo partly specified)
-1,8,-2,3,2,0.0,8,11,4,1,O=C(N1CCOCC1)N1CCN(c2nc(-c3ccc(F)cc3)cs2)CC1
-47,0,3,-142,3,-14,4,7,1,-210,CCC(=O)Nc1ccc2c(c1)C(=O)N(C1CCCCC1)C2=O
-1,-2,0,4,1,-0.6,3,8,1,2,COc1ccc(-c2nc(N)n(C(C)=O)n2)cc1
4,-3,-2,2,4,0.4,·,·,-4,0,CCc1ccc(CNCC(=O)N2CCC3(CC2)OCCO3)s1
5,-2,-1,3,-6,1.1,7,1,1,1,COC(=O)c1ccc2nc(-c3ccc(C)cc3)c(CC(C)(C)C)n2c1
i,-5,-6,i,1,29*,-2,-11,-2,i,CCOC(=O)c1cc2c(=O)n3ccccc3nc2n(Cc2ccco2)c1=NC(=O)c1cccc(OC)c1
-7,1,6,-1,7,0.2,-10,3,-1,-3,CCCc1cc(=O)[nH]c(SCC(=O)Nc2ccc3ccccc3c2)n1
-5,-1,5,-2,2,-0.8,0,-10,0,-2,O=C(O)c1n[nH]c2c1CC(C1CCCCC1)CC2 (stereo unspecified)
-3,-6,2,1,4,0.7,-2,2,-2,0,O=C(CN1CCN(S(=O)(=O)c2ccc(F)c(Cl)c2)CC1)N1CCNC1=O
-1,2,2,2,-8,-0.1,-10,4,-2,-3,CN(C(=O)CSc1nncn1-c1ccccc1)C1CCS(=O)(=O)C1 (stereo unspecified)
-1,-2,-2,0,3,-0.6,-5,8,-5,3,CC1CCC(=C(C#N)C(=O)Nc2cccc(Cl)c2)CC1 (stereo unspecified)
2,6,3,0,-3,-0.4,0,14,-3,-9,Cc1cc(C)cc(NC(=O)c2ccc(N3C(=O)C4CCCCC4C3=O)cc2)c1 (stereo unspecified)
-14,-6,-2,-4,-2,1.0,-3,1,2,-15,COCCN(CC(=O)Nc1cccc(C)c1C)C(=O)/C=C/c1ccc2c(c1)OCCO2
-43,-3,-5,0,7,-0.2,7,8,3,-2,Cc1ccc(Nc2cnn(C34CC5CC(CC(CC(=O)O)(C5)C3)C4)c(=O)c2Cl)c(Cl)c1
-2,1,2,-4,4,-0.7,3,9,-5,-6,O=C(Nc1ccccc1F)C(=Cc1sc(N2CCOCC2)nc1-c1ccccc1)C(=O)Nc1ccccc1F
-2,0,1,2,-4,0.0,1,5,-1,2,Cc1cc(NC(=O)COC(=O)[C@H](Cc2ccccc2)NC(=O)c2ccco2)no1
-1,2,0,3,6,0.2,5,-16,-4,0,CCCCNC(=O)C1c2ccccc2OCC(=O)N1CCCN1CCOCC1 (stereo unspecified)
-7,6,0,-2,7,0.0,2,10,3,-6,O=C(CCN1C(=O)/C(=C\c2cccc(Br)c2)SC1=S)N1CCOCC1

Overlap with the part before: 5 compounds, then new ones.
ADAM17 inh,Tn6 DDE FP,UHRF1 MBD2 ctr,PLC-gamma1 inh,DDE Tn7 FP inh,KLK7 zymogen act,ASAP1 inh,ARFGAP1 inhibitor,MBD2 inh,PLCb3 inh,compound
-43,-3,-5,0,7,-0.2,7,8,3,-2,Cc1ccc(Nc2cnn(C34CC5CC(CC(CC(=O)O)(C5)C3)C4)c(=O)c2Cl)c(Cl)c1
-2,1,2,-4,4,-0.7,3,9,-5,-6,O=C(Nc1ccccc1F)C(=Cc1sc(N2CCOCC2)nc1-c1ccccc1)C(=O)Nc1ccccc1F
-2,0,1,2,-4,0.0,1,5,-1,2,Cc1cc(NC(=O)COC(=O)[C@H](Cc2ccccc2)NC(=O)c2ccco2)no1
-1,2,0,3,6,0.2,5,-16,-4,0,CCCCNC(=O)C1c2ccccc2OCC(=O)N1CCCN1CCOCC1 (stereo unspecified)
-7,6,0,-2,7,0.0,2,10,3,-6,O=C(CCN1C(=O)/C(=C\c2cccc(Br)c2)SC1=S)N1CCOCC1
-2,-2,1,3,1,0.0,-1,-1,1,-4,O=C(c1ccc(-n2cncn2)c([N+](=O)[O-])c1)N1CCN(S(=O)(=O)c2ccc(Cl)cc2)CC1
-8,-4,4,-1,10,-0.4,3,-3,0,-10,CCN(CC)CC(O)COC(c1ccccc1)c1ccccc1 (stereo unspecified)
i,-7,-1,-441,0,-28,8,1,0,i,N=c1c(S(=O)(=O)c2ccc(Cl)cc2)cc2c(=O)n3ccccc3nc2n1CCN1CCOCC1
-2,-6,-2,4,-4,0.0,3,8,3,-1,Cc1cccc(OCC(=O)O/N=C(\N)c2ccc(Br)cc2)c1
-3,1,-2,3,2,0.0,-26,-3,5,-3,Oc1ccc(C(=S)N2CCCC2)cc1
-2,4,-1,1,5,0.1,3,-8,1,-3,COc1ccc(CN2CCC(Cc3ccccc3)CC2)c(C)c1C
-6,4,-1,1,0,-0.3,-9,-2,1,-5,COc1ccc(S(=O)(=O)N2CCC(C(=O)N[C@@H](C)C(=O)N3CCCCCC3)CC2)cc1
0,4,-3,1,5,0.2,9,-8,2,1,C=CCNC(=O)CCCOc1ccc(C)cc1
-10,0,3,0,5,0.6,-6,0,-5,-1,O=C(CCl)Nc1cccn2ncnc12
-3,-4,1,2,-3,0.1,5,3,0,0,Cn1c(=O)c2c(SCc3ccccn3)nc(CC(C)(C)C)nc2n(C)c1=O
-5,2,-2,-1,-5,0.0,2,1,0,1,CCOc1cc(NC2CS(=O)(=O)CC2O)c(OCC)cc1NC(=O)c1ccccc1 (stereo unspecified)
-4,1,0,-4,-4,-0.3,·,·,14*,0,C=CCn1c(SCC(=O)OC(C)C)nnc1-c1ccc(C)cc1
2,4,3,-2,-8,10,-17,6,-2,-3,N#C/C(=C\c1cn(CCOc2ccccc2)c2ccccc12)C(=O)NCc1ccco1
1,-5,-1,1,1,0.6,2,1,5,-1,CCOC(=O)CN1C(=O)C(Sc2n[nH]c(-c3ccccc3)n2)CCc2ccccc21 (stereo unspecified)
-1,3,-1,1,2,0.8,-4,5,-5,0,CC(C)(C)C(=O)OCc1nc(-c2ccc(Cl)cc2)cs1
3,3,-2,1,1,0.1,-13,-13,-2,1,C=CCN(c1cccc(C(F)(F)F)c1)S(=O)(=O)c1cccc(C(=O)OCC(=O)NCCC)c1
-2,-4,1,0,-4,-0.4,2,1,0,1,CC(N)C(=O)NC(CO)C(O)C(N)C=O (stereo unspecified)
1,-2,-2,-3,4,0.2,7,7,6,1,Cc1ccc2nc(C)c(C(=O)N/N=C/c3cccc([N+](=O)[O-])c3)cc2c1
-7,4,10,-1,0,-0.1,-6,-5,6,1,CC/C(O)=C(\C#N)c1nnc2n1CCCCC2
-9,-20,3,-1,1,-0.3,12,6,11,-6,O=C(O)CC(c1ccccc1)N1C(=O)c2ccccc2C1=O (stereo unspecified)
7,-2,4,6,-8,-0.5,·,·,-3,0,COc1ccc(/C=C2\CC3(OC(=O)c4ccccc4)CCCN2C3)cc1 (stereo unspecified)
-5,7,-2,-1,4,-0.1,10,-18,-2,1,C/C(=N\NC(=O)c1c(Cl)cnn1C)c1cccc(NC(=O)COc2ccccc2)c1
1,-4,3,-2,-3,0.8,-3,13,-2,-1,CC1C(=O)N2CCCc3cc(NC(=O)C(=O)NCCCc4ccccc4)cc1c32 (stereo unspecified)
